From PubChem BioAssay
BioA inh – inhibitors of Mycobacterium tuberculosis BioA enzyme; 360,000 tested, 0.096% active; purified M. tuberculosis BioA enzyme, plate reader; inhibition, % at 9.99 µM; AID 602481; in the data active = inhibition above about 40%; inconclusive = no clear call, values can overlap the other calls
PfHsp40 yeast – restores yeast growth despite PfHsp40 toxicity; growth rescue, % at 12.5 µM; 340,000 tested, 0.68% active; AID 504582; S. cerevisiae expressing PfHsp40, growth rescue, ATP luminescence; in the data active = growth rescue above about 28%, passing the limit was not always enough; inconclusive = no clear call, values can overlap the other calls;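 note: yeast W303a lacking pdr1 and pdr3 grown in galactose medium; growth measured after three days at 30 °C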
GDH-TPI inh – inhibits GDH-TPI coupling enzymes, artifact for Mtb FBA screen; GDH-TPI coupled enzyme counterscreen, NADH absorbance; inhibition, % at 4.8 µM; 360,000 tested, 1.2% active; AID 588335; in the data active = inhibition above about 30%;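 note: 0% = DMSO wells and 100% = wells lacking the enzyme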
Mtb UGM inh – blocks M. tuberculosis UGM enzyme | 320,000 tested, 0.06% active | inhibition, % at 10 µM | purified UGM, fluorescence polarization probe displacement | AID 504406 | P9WIQ1; in the data active = inhibition above about 10%, passing the limit was not always enough; inconclusive = no clear call, values can overlap the other calls
Target sequence (P9WIQ1 whole entry, looked up): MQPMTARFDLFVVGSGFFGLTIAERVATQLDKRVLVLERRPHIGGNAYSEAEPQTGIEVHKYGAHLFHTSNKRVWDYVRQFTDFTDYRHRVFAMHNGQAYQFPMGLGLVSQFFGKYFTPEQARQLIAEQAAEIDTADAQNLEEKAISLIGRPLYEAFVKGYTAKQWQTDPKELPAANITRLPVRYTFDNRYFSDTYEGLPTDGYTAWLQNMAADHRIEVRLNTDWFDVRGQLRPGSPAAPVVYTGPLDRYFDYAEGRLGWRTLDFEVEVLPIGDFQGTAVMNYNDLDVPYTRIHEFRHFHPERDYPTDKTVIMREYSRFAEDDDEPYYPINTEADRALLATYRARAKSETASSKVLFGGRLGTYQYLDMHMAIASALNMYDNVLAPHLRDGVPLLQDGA
FadD28 FP inh – inhibitors of Mycobacterium tuberculosis FadD28 bisubstrate binding; inhibition, % at 12.5 µM; 360,000 tested, 0.22% active; FadD28 bisubstrate probe binding, fluorescence polarization; AID 588549; in the data active = inhibition above about 8.5%, passing the limit was not always enough; inconclusive = no clear call, values can overlap the other calls
BoNT F protease – BoNT F light chain protease inhibition; inhibition, % at 10 µM; 360,000 tested, 0.22% active; Multiplex microsphere protease cleavage assay, flow cytometry; AID 588497; in the data active = inhibition above about 35%, passing the limit was not always enough; inconclusive = no clear call, values can overlap the other calls; note: plate controls were buffer without enzyme for full effect and enzyme alone for no effect
FBA Mtb inh – inhibitors of M. tuberculosis fructose-bisphosphate aldolase. P9WQA3. purified M. tuberculosis FBA, fluorescence read-out. inhibition, % at 1 µM. 360,000 tested, 2.3% active. AID 588726; in the data active = inhibition above about 27%;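 note: 0% = vehicle and 100% = reference inhibitor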
Target sequence (P9WQA3 whole entry, looked up): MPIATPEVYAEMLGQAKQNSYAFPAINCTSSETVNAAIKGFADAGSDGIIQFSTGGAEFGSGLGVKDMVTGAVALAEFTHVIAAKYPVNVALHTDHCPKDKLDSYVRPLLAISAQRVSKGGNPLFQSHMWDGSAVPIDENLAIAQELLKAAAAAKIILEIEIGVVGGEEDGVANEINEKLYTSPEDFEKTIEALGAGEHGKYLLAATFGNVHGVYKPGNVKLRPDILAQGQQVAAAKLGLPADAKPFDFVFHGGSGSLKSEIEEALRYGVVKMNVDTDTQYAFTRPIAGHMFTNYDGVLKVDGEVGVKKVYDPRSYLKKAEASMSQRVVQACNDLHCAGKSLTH
Anthrax LF inh2 – blocks Bacillus anthracis lethal factor protease; inhibition, % at 10 µM; multiplex microsphere protease cleavage assay, LF; 360,000 tested, 0.12% active; note: plate controls were buffer without enzyme for full effect and enzyme alone for no effect
BoNT A protease – inhibitors of Botulinum neurotoxin A light chain protease | AID 588499 | 360,000 tested, 0.17% active | multiplex microsphere protease substrate cleavage, flow cytometry | inhibition, % at 10 µM; note: plate controls were buffer without enzyme for full effect and enzyme alone for no effect
The depositor's hits bear a star; ? = inconclusive; nt = no result given; & = joins results of further samples. Cut-off read from the data, not from the text of the source, unless noted: active = inhibition above about 30%; inconclusive = no clear call, values can overlap the other calls; inactive = below that.

SMILES	BioA inh	PfHsp40 yeast	GDH-TPI inh	Mtb UGM inh	FadD28 FP inh	BoNT F protease	FBA Mtb inh	Anthrax LF inh2	BoNT A protease
CNC(=S)NNC(=O)c1sccc1OCc1cccc(C(F)(F)F)c1	nt	0.5	13	4.5	-0.1	6	1	0	-1.0
COc1ccc([N+](=O)[O-])cc1NC(=O)CSc1nc(C)c(C)c(C)n1	1.5	-1.5	-2	0.0	-1.2	-12	-3	-3	-1.8
C#CCSc1ncc(-c2ccccc2)cn1	-0.1	1.4	0	0.9	-2.4	-4	-4	-2	-1.3
O=C(NCCc1ccccn1)c1nc(Cn2cc([N+](=O)[O-])cn2)no1	1.1	1.0	-1	0.2	0.1	-1	2	0	-0.9
CC12CCC(=O)N1C(C(=O)Nc1cccc3ccccc13)CS2 (stereo unspecified)	3.0	-0.3	6	1.1	0.1	-9	1	1	-0.1
CSc1ccc(C2NC(=O)c3c(sc4c3CCN(C)C4)N2)cc1 (stereo unspecified)	-3.2	-0.3	30	4.9	-2.8	-126	18	-76	12
Cn1cccc1Cc1nnc(SCC(=O)Nc2ccc3c(c2)OCCO3)n1-c1ccc(F)cc1	1.4	0.8	-12	-2.9	-2.1	-5	0	-5	-0.2
O=c1cc(CSc2nnc(COc3ccccc3)n2-c2ccccc2)c2ccccc2[nH]1	0.6	-0.2	5	0.0	-1.3	-8	1	-1	-0.8
CC(C)OP(=O)(OC(C)C)/C(C=O)=N\Nc1ccc([N+](=O)[O-])cc1	2.5	19	8	-2.7	-2.1	-76	-5	-12	0.2
CCCSc1nc(N)c(C#N)c(-c2ccc(C)cc2)c1C#N	-0.3	-0.8	12	-0.2	-2.9	-22	1	-1	-0.8
COc1ccc(N(CC(=O)Nc2cccnc2)S(=O)(=O)c2ccccc2)cc1Cl	5.7	1.3	-9	-4.5	-6.3	2	-1	-10	-0.9
COc1cccc(OCC(=O)NN=C2c3ccccc3-c3ccccc32)c1	-1.0	0.0	26	1.8	-0.4	8	1	2	0.3
CC(C(=O)c1c[nH]c2ccccc12)N1CCN(C(=O)c2ccco2)CC1 (stereo unspecified)	nt	-0.2	19	-1.0	-2.4	-12	1	4	-0.6
Cc1nc2c(c(=O)n1CCC(C)C)c1nc3ccccc3nc1n2CC1CCCO1 (stereo unspecified)	-0.7	4.0	5	1.6	-1.0	12	19	22	-0.2
CCc1ccc(C(=O)c2ccccc2C(=O)O)s1	-0.1	-1.9	5	-0.6	-1.9	?	1	2	-0.8
COc1ccc(OC)c(N=Cc2c(O)c3ccccc3oc2=O)c1	-3.8	0.2	20	0.1	3.0	?	-1	19	-4.7
CC(C)C1C(=O)N(Cc2cn(CCC3OCCCO3)nn2)CCS(=O)(=O)N1Cc1ccc(-c2cccc(CO)c2)cc1 (stereo unspecified)	-2.6	nt	13	nt	-2.7	1	2	-9	-0.5
Fc1ccccc1CNc1ncnc2sccc12	-1.8	-0.1	2	1.3	-3.1	-1	4	2	-0.3
CN(C)S(=O)(=O)c1cccc(NS(=O)(=O)c2ccc(Cl)s2)c1	nt	1.0	4	1.3	-1.3	-20	-1	-1	-1.1
CN(CCOc1ccc(Cl)cc1)C(=O)C1CCN(C(=O)c2ccc(F)cc2)CC1	3.0	3.1	0	-0.3	-0.5	-10	-1	0	0.0
CC(=O)Nc1ccc(NC(=O)CCC(=O)OCC(=O)c2cccc([N+](=O)[O-])c2)cc1	0.6	-1.1	2	-0.2	1.7	-9	5	2	-1.6
Cc1nonc1OCCNCCNc1ccccc1[N+](=O)[O-]	1.0	5.2	6	-1.7	-2.3	-8	-10	-2	0.5
COc1cc(C(=S)NC2CCCCC2)ccc1O	nt	0.5	3	1.1	-0.4	-4	-1	-1	-0.3
COc1ccccc1N1CCN(Cc2nc3ccccc3[nH]2)CC1	-5.5	0.8	1	-0.6	nt	1	2	-4	-1.1
COc1ccc(-c2cc(C(F)(F)F)nc(N3CCCCC3)n2)cc1OC	-2.1	-1.7	8	1.7	-1.0	0	2	4	3.2
O=C(NCC1CCCO1)C1CCN(C2CCN(C(=O)CC3CCCC3)CC2)CC1 (stereo unspecified)	-0.3	-0.9	6	3.1	-1.3	0	1	0	-0.2
Cc1cccc2cc3c(N)c(C#N)sc3nc12	4.4	?	7	0.8	-2.4	-8	2	-5	5.6
Cc1ccc(S(=O)(=O)N(C)C)cc1NC(=O)C1CCCCN1S(=O)(=O)c1ccccc1 (stereo unspecified)	-0.6	1.2	3	1.3	-1.6	-13	106*	-1	-0.9
Cc1ccc(-n2nc(C(=O)c3ccccc3)n3c(=O)cc(-c4ccccc4)nc23)cc1	1.5	-0.3	9	-0.8	-2.1	2	-3	-1	-0.1
O=S(=O)(Nc1cccnc1)c1ccc(F)cc1	0.9	-1.0	-7	-2.1	-3.5	-11	-2	8	-0.4
O=C(CSc1nnc(NC(=O)CN2CCOCC2)s1)Nc1ccccc1	-0.5	0.1	7	2.0	-2.0	-1	3	2	0.0
COC(=O)C1=CO[C@@H](C)[C@@H]2CN3CC[C@@]4(C(=O)Nc5ccccc54)[C@@H]3C[C@H]12	0.5	-1.2	4	0.2	-6.3	-10	0	-4	-0.2
COc1ccc(N/C(N)=N/c2nc(C)c(Cc3ccccc3)c(=O)[nH]2)cc1	-0.6	-0.9	4	-0.6	-1.7	nt	0	nt	nt
Cn1c(=O)oc2cc(S(=O)(=O)N3CCCC(C(=O)NCc4ccc5c(c4)OCO5)C3)ccc21 (stereo unspecified)	-0.7	0.3	-9	1.3	-2.4	-2	0	-1	0.0
O=C(Nc1ccc2c(c1)OCO2)c1csc(COCCO)n1	-1.0	nt	12	nt	-1.6	0	-1	-2	-0.3
O=S(=O)(c1ccccc1)c1nc(NCc2cccnc2)sc1Cl	nt	0.1	12	4.6	0.9	4	-1	-3	-0.5
COc1cccc(C(=O)NNC(=O)Cc2ccc([N+](=O)[O-])cc2)c1	nt	-0.6	13	2.4	-2.5	-9	0	0	-0.5
COC(=O)NC1CC2C=CC1C1C=CC21 (stereo unspecified)	nt	nt	2	nt	-2.8	1	0	6	0.5
CCN(CC(=O)Nc1cc(Cl)ccc1C)C(=O)COc1ccccc1F	nt	-0.7	4	2.0	-0.6	-2	-1	2	-0.9
CCOC(=O)C(CCSC)Nc1nc(Cl)nc(Nc2ccc(Cl)cc2)n1 (stereo unspecified)	1.5	-0.1	6	0.4	-13	-7	-1	-6	-1.1
CC(C)c1nnc(SCC(=O)Nc2ccc3c(c2)OCCO3)n1C	-1.5	0.4	-1	4.8	1.2	11	3	2	2.0
O=C(OCCOCCN=C1NS(=O)(=O)c2ccccc21)c1ccccc1	2.3	-1.6	4	-1.4	-2.3	-21	0	-1	-1.5
Cc1ccc(N2C(=O)CSC2=S)cc1C	-6.0	0.7	5	-2.1	-0.6	-17	7	-4	0.0
CCn1c(=O)n(CC)c2cc(N3CCCC3)c(NC(=O)c3ccccc3)cc21	19	-0.2	0	0.9	-0.7	6	-1	-3	1.5
CCOC(=O)C1CCCN(CCC(=O)Nc2ccc(Br)cc2)C1 (stereo unspecified)	0.6	1.2	2	5.8	-3.8	-15	-1	-3	-2.8
CCN1C(=O)[C@H]2[C@@H](c3ccc(C)cc3)N3C(=O)N(c4cccc(Br)c4)C(=O)[C@@]3(CC)[C@H]2C1=O	-2.0	0.7	3	1.3	-0.1	0	4	7	-0.2
Cc1ccc(Cc2nnc(SCC(=O)Nc3ccccc3Cl)[nH]c2=O)cc1	-0.2	-0.1	0	0.2	-3.0	?	0	1	-1.3
O/N=C1\CCCCc2ccccc21	-2.1	-0.1	6	-0.4	1.2	-5	0	-2	0.9
Cc1cc(C)cc(-n2c3ccc(NC(=S)NC4CCCCC4)cc3c(=O)n2C)c1	-0.5	nt	3	nt	-2.6	-7	12	0	0.1
COc1ccc(S(=O)(=O)Cc2ccc(C(=O)NCc3ccccc3OC)o2)cc1	-1.7	-0.6	3	-0.1	-2.5	2	0	1	0.5
Continuation:
SMILES	BioA inh	PfHsp40 yeast	GDH-TPI inh	Mtb UGM inh	FadD28 FP inh	BoNT F protease	FBA Mtb inh	Anthrax LF inh2	BoNT A protease
Cc1nc(C)c(C(=O)N2CCCC(C(=O)c3cc(F)ccc3F)C2)s1 (stereo unspecified)	0.9	-1.6	-7	-0.9	-0.1	-10	0	0	-3.6
CC1(C)Cc2c(c(-c3ccccc3)nc3[nH][nH]c(=O)c23)CO1	-1.0	-0.8	12	0.3	1.3	-20	0	3	0.4
O=C(Cc1ccc(-n2c(=O)[nH]c3ccsc3c2=O)cc1)N1CCN(c2ccc(Cl)cc2)CC1	8.8	-0.9	6	4.5	-1.4	-12	4	-3	-1.6
CCc1nn2c(=O)cc(CSCC(=O)Nc3ccccc3F)nc2s1	-0.3	0.2	-5	1.5	-1.0	3	-3	2	1.7
CC1CCC2(CC1)NC(=O)N(CC(=O)Nc1ccc(F)cc1)C2=O (stereo unspecified)	-0.7	1.0	2	-0.2	-1.0	13	-1	4	0.5
O=C(NCCc1ccc(F)cc1)C(=O)NCC1CCCN1S(=O)(=O)c1ccccc1 (stereo unspecified)	-0.3	-0.3	-7	2.0	-0.8	4	1	-3	-0.9
NS(=O)(=O)c1cccc(NC(=O)Cn2nc(C(=O)O)c3ccccc3c2=O)c1	nt	-0.8	5	-0.2	-1.9	19	5	5	2.3
CCCCOc1ccccc1N	nt	-0.1	-2	-3.3	-5.1	19	1	3	3.0
O=C(Cn1c(C(=O)O)cc2ccccc21)c1ccccc1	-0.9	0.0	4	-2.9	-3.3	-11	0	-10	-3.6
COc1ccc(C#Cc2cnc3c(c2)C(=O)N([C@H](C)CO)C[C@@H](C)[C@H](CN(C)C(=O)CN(C)C)O3)cc1	-3.4&2.0&-1.4	nt	14	nt	0.0	-6	7	2	1.0
COc1cccc(-c2nc(CS(=O)CC(=O)O)c(C)o2)c1 (stereo unspecified)	-0.7	-1.1	8	4.0	-1.4	2	6	0	-1.0
CC(C)(c1ccc(O)c([N+](=O)[O-])c1)c1ccc(O)c([N+](=O)[O-])c1	-1.2	?	7	nt	0.8	-8	-2	2	0.3
COc1ccccc1C1CC(=O)Oc2ccc(C(C)(C)C)cc21 (stereo unspecified)	0.2	2.3	-3	nt	-0.2	0	0	-3	-0.8
O=C(Nc1ccccc1Sc1ccccc1)C1CCCO1 (stereo unspecified)	1.3	-1.2	4	0.0	-2.1	17	0	1	1.4
O=C(NC1CCCCC1)C1CCN(c2nnnn2-c2ccccc2)CC1	nt	-1.1	-8	1.9	-2.0	7	-4	3	2.1
COc1ccc(CCNC(=O)[C@@H]2C[C@H]2c2ccccc2)cc1OC	nt	1.4	4	-2.3	-0.9	-5	0	2	-0.4
O=C(N[C@H]1CP(=O)(Oc2ccccc2)O[C@H](COCc2ccccc2)[C@H]1O)C(Cl)(Cl)Cl (stereo partly specified)	-0.6	0.1	11	-1.6	-2.0	1	-1	-2	-0.3
CC(C)(C)C(=O)/C(=C/c1ccc(Cl)cc1)n1cncn1	-0.1	0.8	-5	5.7	-4.8	-7	-1	-10	1.3
CCN(CC(=O)NCc1cccs1)C(=O)c1ccc(S(=O)(=O)Nc2ccccc2C)cc1	-0.1	2.6	-4	-1.7	-3.1	-2	-3	0	-4.1

Profiles, looked up by structure. Order of screens: BioA inh, PfHsp40 yeast, GDH-TPI inh, Mtb UGM inh, FadD28 FP inh, BoNT F protease, FBA Mtb inh, Anthrax LF inh2, BoNT A protease
`COc1ccccc1C1CC(=O)Oc2ccc(C(C)(C)C)cc21` (stereo unspecified) reads 0.2, 2.3, -3, nt, -0.2, 0, 0, -3, -0.8
`CC(C)(c1ccc(O)c([N+](=O)[O-])c1)c1ccc(O)c([N+](=O)[O-])c1` reads -1.2, ?, 7, nt, 0.8, -8, -2, 2, 0.3
`CCN(CC(=O)NCc1cccs1)C(=O)c1ccc(S(=O)(=O)Nc2ccccc2C)cc1` reads -0.1, 2.6, -4, -1.7, -3.1, -2, -3, 0, -4.1
`CC(C)(C)C(=O)/C(=C/c1ccc(Cl)cc1)n1cncn1` reads -0.1, 0.8, -5, 5.7, -4.8, -7, -1, -10, 1.3
